Screening data as filed in PubChem BioAssay.
CD40 NFkB inh – CD40 pathway inhibition in BL2 cells | BL2 NF-kB luciferase reporter, CD40L-induced, 4 h | inhibition, % at 10 µM | 0.94% of 83,000 active | AID 1053188;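 active = mean inhibition of at least 50% with a set share of replicates also reaching that level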;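 note: 0% = neutral control wells and 100% = IKK inhibitor VII at 50 µM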
Active calls of the source: *; & = joins results of further samples; [ ] = another dose, or the depositor's remark.

SMILES | CD40 NFkB inh
CCc1nc2sc3c(=O)[nH]cnc3c2c2c1CSC(C)(C)C2 | -2.8
O=C(C1CC1)N1CCCCN2[C@H](C1)[C@H](c1ccc(C#CC3CCCC3)cc1)[C@@H]2CO | 25.2[25 µM]
CS(=O)(=O)N1[C@H](CO)[C@H](c2ccccc2-c2ccccc2F)[C@@H]1C#N | 4.4[25 µM]
Cc1onc(-c2ccccc2Cl)c1C(=O)N1CCN=C1SCc1cccnc1 | 8.0
O=C(c1ccc(CS(=O)(=O)c2ccccc2)o1)N1CCOCC1 | 4.7
COC(=O)c1[nH]c(=O)c2ccccc2c1O | -4.6
Cc1ccc(CNC(=O)CN(C)C2=NS(=O)(=O)c3ccccc32)cc1 | 4.9
Nc1nc(F)cc(N2CCCCCC2)n1 | 3.1
CN(C)c1ccc(C=C2C=C(c3ccccc3)OC2=O)cc1 | -1.2
O=C(O)CC12CC3CC(C1)CC(n1ncc(NCc4ccc(F)cc4Cl)c(Cl)c1=O)(C3)C2 | 4.6
CCN(CC)CCOC(=O)c1ccc2c(c1)OCCO2 | -24.9
CC1(C(=O)NC2CCCCC2)CCC(=O)N1Cc1ccc2c(c1)OCO2 (stereo not drawn) | 4.9

Reprinted at random: 2 compounds from above, in no set order.
SMILES | CD40 NFkB inh
CCN(CC)CCOC(=O)c1ccc2c(c1)OCCO2 | -24.9
O=C(c1ccc(CS(=O)(=O)c2ccccc2)o1)N1CCOCC1 | 4.7

Next section:
SMILES | CD40 NFkB inh
COc1ccc(NC(=O)COc2cccc3c2CCN(C)C3=O)c(OC)c1 | -23.2
O=C(NCCc1ccccn1)c1cc(C(=O)C2CCCCC2)c[nH]1 | -21.5
CC1CCCCC12NC(=O)N(CC(=O)N1CCc3ccccc31)C2=O (stereo not drawn) | 12.5
CCOC(=O)c1nc2ccccc2c(C)c1C | 0.5
O=S(=O)(c1cccc2nonc12)N1CCN(c2ccccc2F)CC1 | 5.4
CC(=O)Nc1ccc(C(=O)OCC(=O)NCc2cccs2)cc1 | -9.0
Cc1ccc(O)c(C(=O)c2cnn(C(=O)c3cccc(S(=O)(=O)N(C)C)c3)c2)c1 | 11.3
O=C(Nc1cccc(-c2cn3c(n2)SCC3)c1)c1ccc(Br)o1 | 8.3
COc1cc2c(cc1NC(=O)c1ccc3c(c1)OCO3)oc1ccccc12 | -142.3
CCN(Cc1ccncc1)S(=O)(=O)c1ccc(C(C)=O)cc1 | 13.6
O=C1C(=NO)C(c2ccccc2)Oc2ccccc21 (stereo not drawn) | 5.8
C[C@@H]1CN([C@H](C)CO)S(=O)(=O)c2ccc(-c3cncnc3)cc2O[C@@H]1CN(C)C(=O)NC1CCCC1 | -16.4[25 µM]
O=[N+]([O-])c1ccc(S(=O)(=O)N/N=C/c2ccsc2)cc1 | -2.1
Cc1cc(NC(=O)COc2cccc3cccnc23)no1 | -22.7
O=C(NCC(c1cccnc1)N1CCN(c2ccccc2)CC1)c1ccc2c(c1)OCO2 (stereo not drawn) | -0.4
N#Cc1cccc(-c2ccc(C3[C@@H]4CN(S(=O)(=O)c5ccccc5F)C[C@H]3N4)cc2)c1 (stereo partly drawn) | 2.1&-1.3
O=C(COc1ccccc1)NCCSCc1ccco1 | 6.0
CCN(CC(=O)Nc1ccc(NC(C)=O)cc1)C(=O)CSc1nnc(-c2ccco2)n1CC | 5.1
Cc1ccc(NC(=O)C2CCN(C(=O)[C@@H]3Cc4ccccc4CN3)CC2)cc1 | -27.7
CC(=O)c1ccc(S(=O)(=O)N2CCN(CC(=O)Nc3ccc(Cl)c([N+](=O)[O-])c3)CC2)cc1 | -2.5
c1ccc(Cc2nnc3sc(-c4ccc5c(c4)OCO5)nn23)cc1 | -13.7
Cc1cc(Cl)ccc1OCCCC(=O)N1CCN(S(=O)(=O)c2ccccc2)CC1 | 5.7
COCCNC(=O)C1(C)CCCN(C(=O)c2ccccc2OC)C1 (stereo not drawn) | -1.1
CC(=O)Nc1ccc(S(=O)(=O)NC(C(=O)O)C2=CCC=CC2)cc1 (stereo not drawn) | 6.8
COC(=O)CN(c1ccc(OCc2ccccc2)cc1)S(C)(=O)=O | 0.9
COc1ccc(S(=O)(=O)N(C)C[C@@H]2OCCCC[C@H](C)Oc3ccc(NS(=O)(=O)c4ccc(Cl)cc4)cc3C(=O)N([C@H](C)CO)C[C@H]2C)cc1 | -6.7
O=C(C1CC(c2ccc(F)cc2)=NO1)N1CCCCC1 (stereo not drawn) | -86.6
O=C(Nc1ccc(SC(F)F)cc1)C1=CC=CN2CCS(=O)(=O)N=C12 | -4.7
O=C(/C=C/c1ccccc1)CCN1CCOCC1 | -7.2
O=C(Nc1ccc(F)cc1)N1[C@@H]2CNC[C@H]1C2c1ccc(-c2ccccc2)cc1 (stereo partly drawn) | -15.5&16.9[25 µM]
O=C(NC1CCCCC1)[C@H]1[C@H](CO)[C@H]2Cn3c(cccc3=O)[C@@H]1N2CC1CCCC1 | -6.4
CCCCS(=O)(=O)/C=C\C1C2C=CC(C2)C1S(=O)(=O)CCCC (stereo not drawn) | -1.3
COc1ccc(N2CCN(C(=O)CSc3nnnn3C3CC3)CC2)cc1 | 6.1
CCOC(=O)c1ccccc1NC(=O)COC(=O)c1c(CC)noc1C | -2.6
COc1ccccc1CN1[C@H](CO)[C@H]2c3ccccc3N(C(=O)C3CCOCC3)C[C@H]21 | -5.6[25 µM]
Cc1ccc2sc(N3CCN(CCNC(=O)c4ccco4)CC3)nc2c1C | 4.7
CC(C)NC(=O)Nc1cccc2c1O[C@H](CN(C)S(C)(=O)=O)[C@H](C)CN(C)C2=O | -5.0
O=C(c1cccc(F)c1)N1CC2(C1)[C@H](c1ccccc1)[C@H](CO)N2C(=O)C1CCCCC1 | -3.8[25 µM]
CN1c2ccc(C3=CCCCC3)cc2[C@H]2[C@H](CCN2C(=O)Cc2ccccn2)[C@@H]1CO | -16.8[25 µM]
CN(C)S(=O)(=O)c1ccc(NC(=O)CN2CCC(Cc3ccccc3)CC2)cc1 | 3.7
CS(=O)(=O)N1C2CN(CC3CC3)CC1C2c1ccc(Br)cc1 (stereo not drawn) | -8.9
Cc1ccc(CN2CCN(Cc3ccc4ncccc4c3)CC2CCO)cc1 (stereo not drawn) | -0.8
O=C(Nc1ccccc1)OC1CCCCc2cccnc21 (stereo not drawn) | -19.0
COc1ccc(-n2c(C)cc(C(=O)CN3C(=O)NC4(CCc5ccccc54)C3=O)c2C)cc1 (stereo not drawn) | -2.6
CC1(C)NC(=O)N(CCOc2cccc(Oc3ccccc3)c2)C1=O | -14.9
Cn1ncc(C#N)c1/N=C/N1CCCCCC1 | 6.7
CO[C@@H](CN(C)C(=O)c1cc(Cl)cc(Cl)c1)[C@H](C)CN(C(=O)Nc1ccc(F)cc1)[C@H](C)CO | -10.1[25 µM]
Fc1ccc(-c2cc(-c3nnc4n3CCCCC4)c3ccccc3n2)cc1 | 3.5
Cn1nc(C(C)(C)C)cc1NC(=O)C1(C)CCN1C(=O)CCc1ccccc1 (stereo not drawn) | 5.6
O=C(C[C@H]1C=C[C@@H](NC(=O)Nc2ccc3c(c2)OCO3)[C@H](CO)O1)NCc1ccccc1 | -1.6
O=[N+]([O-])c1ccc2c(c1)CCN2 | 4.6
COc1ccc(C(=O)Nc2ccc3[nH]ccc3c2)cc1 | 74.6*
COc1ccc(-c2ncncc2-c2ccc(OC)c(OC)c2)c(O)c1 | -15.4
O=C(c1nc2ccc(Cl)cn2c1CN1CCC[C@H]1CO)N1CCCCCCC1 | -7.8
C[C@@H]1CN([C@H](C)CO)C(=O)Cc2cc(NS(=O)(=O)c3ccc(F)cc3)ccc2O[C@H]1CN(C)Cc1ccc(C(F)(F)F)cc1 | 55.7*
C[C@H]1CN([C@@H](C)CO)C(=O)c2ccccc2-c2ccccc2CO[C@@H]1CN(C)C(=O)Nc1ccc(F)cc1 | -8.5
Cc1cccc(OCCCC(=O)O)c1C | -26.2
C[C@@H]1CCCCO[C@@H](CN(C)S(=O)(=O)c2cn(C)cn2)[C@@H](C)CN([C@H](C)CO)C(=O)c2cc(NS(=O)(=O)c3ccc(Cl)cc3)ccc2O1 | -4.0
OC[C@H]1[C@@H](c2ccc(-c3cccc(F)c3)cc2)[C@H]2CN(Cc3cncnc3)CCCCN21 | 2.6[25 µM]
O=C(NCc1cccs1)c1cc(-c2ccccc2)nc2ccccc12 | -7.4

Next section.
SMILES | CD40 NFkB inh
COc1ccc2c3c(n(C)c2c1)[C@H](CO)NCC31CN(Cc2ccc(F)cc2)C1 | -3.1[25 µM]
CCOC(=O)c1c(C)c(C#N)c2c3ccccc3ccn12 | 11.4
CCCNC(=O)CSc1ccc(S(=O)(=O)N2CCCCC2)cn1 | -1.1
CO[C@H]1CN(C)C(=O)c2ccc(NC(=O)NC(C)C)cc2OC[C@@H](C)N(Cc2ccc(-c3ccccn3)cc2)C[C@H]1C | -2.4[25 µM]
O=C(Nc1cccc(F)c1)NC1CCN(Cc2ccccc2)CC1 | 3.7
Cc1ccccc1-c1ccc([C@@H]2[C@H](CO)N3CCCCN(S(=O)(=O)c4ccc(F)cc4)C[C@@H]23)cc1 | -5.3[25 µM]
COc1ccc(CNC(=O)c2nn(-c3ccccc3)cc2OC)cc1 | -11.1
Cn1c2nc3ccccc3c-2nc2ccccc21 | -67.1
N#C/C(=C\c1ccc(Cl)c([N+](=O)[O-])c1)c1ccccn1 | -43.7
OCC1(Cc2ccc(Cl)cc2)CCN(Cc2ccc(Oc3ncccn3)cc2)CC1 | 9.3
Cc1ccc(C)c(S(=O)(=O)Nc2cc3c4c(c2)CCN4C(=O)CC3)c1 | 6.3
O=C(COc1ccccc1)NCC(=O)Nc1cccc(S(=O)(=O)NC2=NCCC2)c1 | 14.3
O=C(COC(=O)/C=C/c1ccc(S(=O)(=O)N2CCOCC2)cc1)NC1CCCCCCC1 | 11.7
C#CCOC(=O)c1ccccc1C(=O)N(CC)CC | 6.2
CCOC(=O)Cn1c(=NC(=O)CC)sc2c(C)cc(C)cc21 | -3.0
O=C(Cc1ccc(S(=O)(=O)N2CCOCC2)s1)Nc1ccc(N2CCOCC2)cc1 | 20.8
COC(=O)c1cc(S(=O)(=O)Nc2cccc(-c3cnco3)c2)oc1C | 9.1
CCN(CC)S(=O)(=O)c1ccc(N2CCCC2)c(NC(=O)c2ccncc2)c1 | 7.5
Cc1sc2nc(CSCC(=O)NC(C)(C)C)[nH]c(=O)c2c1C | 3.1
Cc1cc(C)n(-c2ccc(NC(=O)C3CCCCN3C(=O)c3cc(C)oc3C)cc2)n1 (stereo not drawn) | -13.4
CNCC(O)CN(c1ccccc1)c1ccccc1 (stereo not drawn) | 13.8
Cc1ccsc1C(=O)N(C)C1CCS(=O)(=O)C1 (stereo not drawn) | 12.0
CO[C@@H]1CN(C)C(=O)c2cc(NC(=O)c3cc(C)on3)ccc2OC[C@@H](C)N(C(=O)C2CC2)C[C@@H]1C | -8.3
C[C@@H]1CCCCO[C@@H](CN(C)Cc2ccc(C(F)(F)F)cc2)[C@@H](C)CN([C@H](C)CO)C(=O)c2cc(NC(=O)Nc3cccc4ccccc34)ccc2O1 | 15.8[25 µM]

Seven of the compounds above, tab-delimited.
Molecule	CD40 NFkB inh
O=C(Cc1ccc(S(=O)(=O)N2CCOCC2)s1)Nc1ccc(N2CCOCC2)cc1	20.8
CCN(CC)S(=O)(=O)c1ccc(N2CCCC2)c(NC(=O)c2ccncc2)c1	7.5
C[C@@H]1CCCCO[C@@H](CN(C)Cc2ccc(C(F)(F)F)cc2)[C@@H](C)CN([C@H](C)CO)C(=O)c2cc(NC(=O)Nc3cccc4ccccc34)ccc2O1	15.8[25 µM]
Cc1sc2nc(CSCC(=O)NC(C)(C)C)[nH]c(=O)c2c1C	3.1
O=C(COC(=O)/C=C/c1ccc(S(=O)(=O)N2CCOCC2)cc1)NC1CCCCCCC1	11.7
COC(=O)c1cc(S(=O)(=O)Nc2cccc(-c3cnco3)c2)oc1C	9.1
CNCC(O)CN(c1ccccc1)c1ccccc1 (stereo not drawn)	13.8

Structures above printed as active in CD40 NFkB inh.
SMILES | CD40 NFkB inh
COc1ccc(C(=O)Nc2ccc3[nH]ccc3c2)cc1 | 74.6*
C[C@@H]1CN([C@H](C)CO)C(=O)Cc2cc(NS(=O)(=O)c3ccc(F)cc3)ccc2O[C@H]1CN(C)Cc1ccc(C(F)(F)F)cc1 | 55.7*

Other entries.
SMILES | CD40 NFkB inh
COc1ccc(NC(=O)c2ccc3c(c2)n(C)c(=O)n3C)cc1 | 6.7
COc1ccc(NC(=O)Nc2ccc3c(c2)C(=O)N([C@H](C)CO)C[C@H](C)[C@@H](CN(C)Cc2ccc(C(F)(F)F)cc2)OCCCC[C@H](C)O3)cc1 | 12.8
O=C(Nc1nnc(-c2ccccc2Cl)o1)c1cccnc1 | -29.5
Nc1no[n+]([O-])c1-c1ccccc1 | 4.8
C[C@@H]1CN([C@H](C)CO)C(=O)CCCn2cc(nn2)CO[C@H]1CN(C)Cc1ccc2c(c1)OCCO2 | -11.3
Cc1cc(C(=O)COc2ccc(C#N)cc2)c(C)n1C1CC1 | -7.2
c1ccc(Cn2nnc3c(N4CCCC4)ncnc32)cc1 | -6.3
CN(C)c1ccc(P(=O)(CC(=O)N/N=C/c2ccc(C#N)cc2)OCCCl)cc1 (stereo not drawn) | 7.4
COc1ccc2c3c(n(C)c2c1)[C@H](CO)N(Cc1cccnc1)CC31CN(C(=O)c2cccnc2)C1 | -10.2[25 µM]
O=C(NCc1cccc(Cl)c1)c1ccc(-c2cccnc2)c2ccoc12 | -37.4
COc1cccc(-c2ccc3c(c2)[C@H]2[C@H](CCN2S(=O)(=O)c2ccccc2F)[C@H](CO)N3C)c1 | -13.8[25 µM]
COc1ccc(NC(=O)c2ccc3c(c2)C(=O)N(Cc2ccncc2)C3=O)cc1S(N)(=O)=O | 5.6
COC(=O)c1ccc(NC(=O)C2CC3CCC2C3)cc1 (stereo not drawn) | -61.7
CC(=O)Oc1ccc2c(c1)C(=O)c1ccccc1CO2 | -24.4
O=C(Nc1ccccc1)N1C[C@@H]2N[C@H](C1)C2c1ccc(-c2cccnc2)cc1 (stereo partly drawn) | 6.3[25 µM]
CCOP(=O)(O)c1cccc(OCCOCCOc2cccc(P(=O)(O)OCC)c2)c1 | 0.1
Cc1c(C(=O)N2CCN(C(=O)c3ccco3)CC2)sc2nc(-c3ccc(F)cc3)cn12 | 4.9
COc1cc(/C=N/OCC(=O)NC2CCCCC2)ccc1OCc1ccccc1 | -51.0
O=C(Nc1nc(OCC(F)(F)F)cnc1/C=C\c1ccccc1)c1ccccc1 | -0.4
COc1cc([N+](=O)[O-])c2ncsc2c1 | 21.2

Not all compounds are listed; count on the stated rates, not on these rows.
